PAX8 inh HTS: PAX8 transcriptional activity inhibition; RMG-I TPO-luciferase reporter, SteadyGlo, 24 h; inhibition, % at 12.6 µM; actives 1.2% (n = 360,000); AID 652154;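 active means mean replicate inhibition at least 60% with every replicate also reaching 60%; inconclusive means only one of the two criteria is met; inactive means mean below 60% and not all replicates reaching 60%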;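 further: luciferase light reporting Pax8 driven TPO promoter activity; plate controls were median of neutral control wells for no effect and mitoxantrone controls for full effect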
Cneo AK release: causes C. neoformans cell lysis; adenylate kinase release luminescence, 4 h; normalised: neutral wells 0, clomiphene wells 100; lysis activity, % at 15 µM; actives 0.2% (n = 360,000);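 active means mean lysis activity across replicates of at least 80%, whatever share of replicates individually reach that level; inactive means mean lysis activity below 80%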
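Signal: Adenylate kinase release luminescence | Assay system: Log-phase Cryptococcus neoformans yeast cells | Input: Cells at 5 × 10^6 per mL | Buffer or medium: Fresh YPD growth medium | Compound: Single dose | Schedule: Static 4 h at 37 °C with compound, 1 h detection | Controls: Clomiphene | Read-out: Luminescence rise reflecting yeast cell lysis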
PglD DTNB: inhibitors of Campylobacter jejuni PglD acetyltransferase. purified PglD enzyme, DTNB colorimetric CoA detection. inhibition, % at 12.5 µM. actives 0.098% (n = 360,000); in the data active means inhibition above about 16%, passing the limit was not always enough; inconclusive means no clear call, values can overlap the other calls; further: strong numbers were not always called active
C2C12 statin: suppression of simvastatin myotoxicity; C2C12 myotubes + simvastatin, ATP luminescence, 48 h; scaled: DMSO 0, geranylgeraniol control 100; rescue of ATP level, % at 7.49 µM; actives 0.78% (n = 330,000);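 active means mean ATP rescue above about 67%, or every replicate alone reaching that limit, limit read from the data, passing the limit was not always enough; inconclusive means no clear call, values can overlap the other calls; inactive means mean under the limit and some replicate under it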;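 further: myotubes were challenged with 10 µM simvastatin during compound exposure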
ARNT TACC3 PPI: disruptors of human ARNT/TACC3 interaction. inhibition, % at 9.99 µM. AID 623870. AlphaScreen His-ARNT PAS-B/GST-TACC3 binding, luminescence; TACC3 fragment carries E629A point mutation. Q9Y6A5. actives 0.66% (n = 390,000);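 active means mean inhibition of replicates at least 50% and at least half of replicates each reaching 50%; inconclusive means half or more replicates reach 50% but mean below 50%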;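 further: 0% = complete ARNT plus TACC3 wells and 100% = ARNT alone without TACC3; many hits fall short of the cut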
PGC1a acetyl inh: lowers PGC1a acetylation signal in U2OS cells. AlphaScreen anti-acetyl-lysine; with virally co-expressed GCN5 acetyltransferase. inhibition, % at 15.6 µM. actives 0.17% (n = 350,000);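 active means every replicate shows inhibition of at least 40%; inconclusive means mean inhibition at least 40% but some replicate below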;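 further: 0% = neutral control wells and 100% = positive control wells; some results beyond the cut were filed as inactive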
GSIS activator: primary screen for activators of insulin secretion dependent on glucose, INS-1E cells, GLuc reporter luminescence. activation, % at 16.6 µM. AID 743287. actives 0.61% (n = 370,000). INS-1E GLuc reporter insulin secretion, 2-3 h;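 active means lowest replicate activation of at least 40%, so every replicate reaches that level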;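 further: 0% = median of neutral control wells and 100% = median of IBMX positive control wells; some compounds called inactive have numbers as strong as hits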
LGR2 inh: Drosophila LGR2 receptor signaling inhibition | AID 720647 | inhibition, % at 9.99 µM | HEK293 LGR2, CRE-luciferase, bursicon-stimulated, 4 h | actives 0.35% (n = 380,000);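 active means drop in luminescence signal, shown as inhibition above about 50% in the replicate tests, limit read from the data, passing the limit was not always enough; inconclusive means probably only some replicates passing the limit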;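 further: agonist challenge used bursicon conditioned medium at about half maximal strength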
* marks the source's active call; other numbers are inactive results; ? = inconclusive; . = not tested or not shown; & = joins results of further samples.

structure | PAX8 inh HTS | Cneo AK release | PglD DTNB | C2C12 statin | ARNT TACC3 PPI | PGC1a acetyl inh | GSIS activator | LGR2 inh
N#Cc1c(-c2ccccc2)c(-c2ccccc2)nn(CC(=O)NNC(=O)Nc2ccccc2)c1=O | . | 0.5 | -4.9 | 50.6 | 4.9 | 1.6 | . | .
CC1CCCCC1NC(=O)CCNC(=O)N1CC(=O)Nc2ccccc21 (stereo unspecified) | -11.4 | -0.8 | -0.9 | 119.1* | -2.6 | -0.5 | 13.8 | -3.3
CCC(=O)N(C)C[C@@H]1Oc2ncc(-c3ccccc3C)cc2C(=O)N([C@H](C)CO)C[C@@H]1C | . | 0.7 | 4.8 | 18.0 | -5.1 | 1.4 | -2.6 | 9.4
Cc1noc(C)c1NC(=O)Nc1cccc2c1O[C@@H](CN(C)C(=O)Nc1ccc3c(c1)OCO3)[C@@H](C)CN([C@H](C)CO)C2=O | 10.6 | 4.9 | -3.7 | 14.6 | 3.6 | . | -8.5&-21.4 | -19.9&-8.0
C[C@H](CO)N1C[C@H](C)[C@H](CN(C)C)Oc2ncc(-c3ccc(F)cc3)cc2C1=O | -5.5 | 0.4 | -1.8 | 3.7 | -9.1 | 4.1 | 2.2 | 10.5
CC(C)Oc1ccc(S(=O)(=O)N2CCOCC2)cc1NC(=O)C1CCCCC1 | -9.8 | 2.1 | -1.8 | -12.2 | 1.9 | . | -18.4 | -4.7
CC1(C)Cc2c(C#N)c(NCCN3CCOCC3)nc(-c3ccccc3)c2CO1 | 16.7 | 0.7 | 0.9 | . | -3.2 | -8.1 | 36.4 | 4.1
CN(C)CCCNC(=O)CC1C[C@H](C(=O)N2CCOCC2)[C@@]2(CCC3CCCC3)c3[nH]c4ccccc4c3CCN2C1=O (stereo partly specified) | -2.3 | 2.2 | 4.3 | -14.0 | 0.9 | 1.1 | -2.6 | 6.3
CNC[C@@H]1Oc2ccc(NS(=O)(=O)c3ccc(Cl)cc3)cc2CC(=O)N([C@H](C)CO)C[C@H]1C | -0.3 | 1.7 | -2.3 | -4.7 | 18.6 | -2.7 | 14.7 | 19.8
O=C(NCCc1cccs1)Nc1nnc([C@H]2C[C@H](O)[C@@H](CO)O2)s1 | -5.9 | -0.1 | -1.6 | 6.0 | . | 0.5 | -0.6 | 14.9
Cc1ccc(-c2ccc(C3[C@H]4CNC[C@@H]3N4C(=O)NC(C)C)cc2)cc1 (stereo partly specified) | -6.2 | . | . | . | . | -5.4 | -12.6&-9.3 | -6.5&7.8
CCOC(=O)CCCNC(=O)CSc1nnc(-c2ccccc2)c(-c2ccccc2)n1 | 10.2 | 2.8 | -1.0 | 5.7 | 8.1 | 8.0 | -6.7 | -0.1
O=C(Nc1nnc(COc2ccccc2)s1)Nc1ccccc1F | 0.1 | . | . | . | -0.9 | . | 13.0 | 4.8
CC1CCCC(NC(=O)COC(=O)c2ccc(Br)o2)C1C (stereo unspecified) | 14.3 | -1.8 | -1.7 | -7.9 | -0.2 | 14.4 | 1.3 | -21.9
CNC(=O)c1ccc(Oc2ccc(C(=O)NC)cc2)cc1 | . | 0.4 | 0.9 | -2.5 | -14.2 | 7.2 | 11.1 | -5.3
CS(=O)(=O)c1ccc(C(=O)OCc2nnc(-c3ccccc3)o2)cc1[N+](=O)[O-] | 33.7 | . | . | . | 7.1 | . | 70.6* | ?
CN(C)C(=O)c1ccc(NC(=O)c2cccc(S(=O)(=O)N3CCCc4ccccc43)c2)cc1 | 22.6 | . | . | . | 6.4 | . | -11.8 | -7.5
COc1ccccc1-c1ccc2c(c1)O[C@H](CN(C)S(=O)(=O)c1ccc(F)cc1)[C@H](C)CN([C@H](C)CO)S2(=O)=O | 41.8 | -0.4 | 4.9 | -27.0 | 8.5 | 4.6 | -5.0 | 1.5
COc1ccc2[nH]c3c(c2c1)CCN1C(=O)C(CC(=O)NCCC2=CCCCC2)C[C@H](C(=O)N2CCOCC2)[C@@]31CCC1CCCC1 (stereo partly specified) | -15.8 | 2.9 | -1.4 | 12.5 | 2.5 | . | -5.0 | -2.0
Cc1ccc(NC(=O)CN2C(=O)C(C)Oc3ccccc32)nc1 (stereo unspecified) | . | 4.5 | -1.8 | . | 5.6 | -6.1 | 5.6 | 22.7
O=C(N[C@H]1CC[C@H](CCNS(=O)(=O)Cc2ccccc2)O[C@H]1CO)c1cnccn1 | -4.9 | 51.6 | 14.9 | -0.5 | . | -15.0 | -1.0 | 7.5
S=c1[nH]nc(-c2ccco2)n1/N=C/c1ccccc1 | -12.2 | . | . | . | -6.3 | . | -1.4 | 5.3
O=C(NNC(=O)C1CCC1)c1ccc(F)cc1 | -4.3 | -1.6 | -0.5 | -21.4 | . | 2.9 | -0.6 | -7.0
COc1ccc(C#Cc2ccc([C@H]3[C@H](CO)N4CCCCN(Cc5ccncc5)C[C@@H]34)cc2)cc1 | -44.6 | 39.5 | 1.7 | 16.5 | -3.1 | 11.3 | -3.2 | -81.0
Cc1c(NC(=O)CN2CCN(c3cccc(Cl)c3)CC2)c(=O)n(-c2ccccc2)n1C | 8.6 | . | . | . | -9.1 | -7.8 | -0.1 | -14.0
COc1ccc(-c2ccc(C3[C@H]4CNC[C@@H]3N4C(=O)Nc3ccc(C(F)(F)F)cc3)cc2)cc1 (stereo partly specified) | -54.3&2.4 | . | . | . | . | 7.2&2.8 | -16.2&-27.4 | -12.4&-7.0
CC1(C)Oc2ccc(NC(=O)c3ccco3)cc2O1 | . | -8.5 | -3.4 | -11.6 | -6.8 | . | 25.8 | -47.1
CCOc1ccc(Oc2ccc(S(=O)(=O)N3CCOCC3)cc2N)cc1 | 15.8 | . | . | . | -1.9 | -6.4 | -5.0 | -24.2
COc1ccc2c(CC(=O)N3CCN(S(=O)(=O)c4cccs4)CC3)coc2c1 | . | 2.2 | -0.6 | 1.3 | -7.9 | -1.7 | . | .
Cc1ccc(Cl)cc1N1CCN(C(=O)CN(c2ccccc2)S(=O)(=O)N(C)C)CC1 | 9.7 | . | . | . | -3.4 | -16.5 | -14.7 | 21.6
C[C@@H]1CCCCO[C@@H](CN(C)C(=O)c2ccccc2)[C@H](C)CN([C@H](C)CO)C(=O)c2cc(NS(=O)(=O)c3cn(C)cn3)ccc2O1 | 8.1 | -3.6 | -2.3 | . | -11.8 | 7.6 | 3.2 | 22.4
Cc1n[nH]c(C)c1CCN(C)Cc1cn(C)nc1-c1ccccc1F | 4.4 | . | . | . | 5.0 | . | 18.8 | -11.6
COc1ccccc1-c1cnc2c(c1)C(=O)N([C@H](C)CO)C[C@@H](C)[C@H](CN(C)Cc1ccc(F)cc1)O2 | 23.2 | 2.5 | -1.9 | 6.7 | -0.2 | -22.5 | 8.9 | 5.1
Cc1nc2ccccc2n1CCC(=O)Nc1cccc(F)c1 | . | -1.0 | -0.5 | . | -3.5 | 31.3 | . | .
COc1cccc(/C=C2/SC(=O)N(CC(=O)N3CCc4ccccc4C3)C2=O)c1OCC(=O)O | . | -17.3 | -0.8 | 24.1 | 4.0 | 6.3 | . | .
COc1cccc(S(=O)(=O)NCc2ccc(C(=O)Nc3ccc(C)cc3)cc2)c1 | . | -6.3 | 2.7 | 94.8* | 5.6 | -1.1 | . | .
C[C@H](CO)N1C[C@H](C)[C@@H](CN(C)S(=O)(=O)c2cn(C)cn2)Oc2ccc(NC(=O)C3CCCCC3)cc2C1=O | -1.0 | -1.7&-0.7 | 1.8&3.0 | -6.4&-10.4 | -1.9&3.4 | 5.1 | 20.4&-2.1 | 8.3&-6.9
COc1ccccc1C1CCN(C(=O)c2ccco2)CC1 | -13.7 | -2.8 | 1.7 | 0.3 | 23.1 | -3.3 | 0.8 | 20.4
O=C(NNc1nc(-c2ccccc2)cs1)c1ccccc1 | . | 2.8 | 9.2 | 4.0 | 2.8 | 2.1 | . | .
NS(=O)(=O)c1ccc(NC(=O)CSc2nnc(Cc3cccs3)n2-c2ccccc2)cc1 | . | -1.6 | -5.9 | -3.4 | -1.6 | . | . | .
COc1cccc2cc(-c3csc(CCn4nc(C)cc4C)n3)c(=O)oc12 | . | 0.8 | 0.5 | 89.1* | -0.2 | 0.9 | . | .
COc1ccc(-n2c(CCC(=O)O)ccc2-c2ccc(F)cc2)c(OC)c1 | 8.8 | -0.6 | 3.6 | 0.7 | -1.3 | -1.7 | -13.7 | -17.3
CCCN(CC1CC1)c1cc2c(c3c1ccn3C)C1CCC2O1 (stereo unspecified) | 18.9 | -0.5 | -0.5 | 3.5 | . | 5.4 | 12.6 | -2.8
COc1ccc(NC(=O)Nc2ccc3c(c2)OC[C@H](C)NC[C@H](C)[C@H](OC)CN(C)C3=O)cc1 | 2.7 | 3.5 | -1.8 | 0.6 | 6.2 | . | -9.7 | -28.2
CC(C)CCn1c(O)c(N=NC(=O)c2ccco2)c2ccccc21 | -3.5 | . | . | . | -0.7 | . | 17.8 | -4.3
COc1ccc(NC(=O)/C=C/c2ccccc2)c([N+](=O)[O-])c1 | -123.1 | . | . | . | -1.9 | . | 22.7 | -48.8
Cc1ccc(NC(=O)CN(C)Cc2cc(=O)n3ccsc3n2)cc1 | 9.3 | . | . | 2.8 | 10.7 | 7.9 | -1.3 | 4.8
CCN(CC)N=Nc1ccc(S(=O)(=O)Nc2c(C)n(C)n(-c3ccccc3)c2=O)cc1 | 7.2 | -2.8 | 1.5 | 21.9 | -10.3 | . | . | .
COc1cc(SC)ccc1C(=O)N1CC(C)OC(C)C1 (stereo unspecified) | 14.5 | . | . | . | -7.8 | -8.9 | 6.4 | -2.8
COc1ccc(OCc2cn3c(C)cc(C)nc3n2)cc1 | -38.4 | -7.7 | -2.6 | . | 22.4 | 8.9 | 1.8 | -10.6
Cc1nn(-c2ccccc2)c(C)c1/C=C1\C(=O)N(C)C(=S)N1C | 14.5 | . | . | . | 20.9 | -43.2 | 16.4 | -2.9
COCCN(Cc1cc2cc(C)ccc2nc1Cl)C(=O)Nc1ccccc1OC | 2.4 | . | . | . | -1.2 | 1.1 | -9.6 | 15.2
Cc1ccc(S(=O)(=O)N2CCC(C(=O)NCCCN3CCCC3=O)CC2)cc1 | 11.7 | 0.6 | -0.7 | -5.4 | -7.5 | 11.8 | 23.1 | 5.0
O=C(/C=C/c1cccc(Cl)c1)OCC(=O)c1ccc[nH]1 | 2.6 | 0.0 | 1.9 | 4.9 | . | -5.4 | -6.4 | -12.9
C/C(=N\NC(=O)c1cccc(S(=O)(=O)N2CCOCC2)c1)c1cc2ccccc2o1 | 1.7 | -1.3 | -0.3 | -17.4 | -1.6 | -4.0 | . | 11.5
O=C1C2ON(c3ccc(Cl)cc3)C(c3ccco3)C2C(=O)N1c1ccccc1 (stereo unspecified) | -7.1 | -0.7 | -0.4 | 19.7 | 2.4 | 10.4 | . | .
CCCNC(=O)C[C@H]1CC[C@H]2[C@@H](COC[C@@H](O)CN2C(=O)CC)O1 | . | 1.0 | -3.4 | 8.2 | -3.2 | -3.7 | 7.6 | 7.8

Screening results from PubChem BioAssay.
